Shn3 inh set2: reduction of Shn3 3'UTR firefly luciferase signal, primary screen, Schnurri-3 inhibitor project, cell-based, Clone20 osteoblasts, set 2; Clone20 osteoblast Shn3 3'UTR firefly luciferase, 24 h; inhibition, % at 12.5 µM; 0.52% of 360,000 active;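 active = mean inhibition of at least 75% with every replicate also reaching 75%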;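 note: 0% = median of neutral control wells and 100% = pilot-screen positive control compound; some compounds past the cut are filed as inactive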
NR2E3 ag-1: NR2E3 agonists in two-hybrid cells, primary screen, cell-based, luminescence, CHO-S, Gal4-NCOR/VP16-NR2E3 | inhibition of corepressor binding, % at 3.98 µM | luciferase | AID 602229, 2012 | Photoreceptor-specific nuclear receptor (Homo sapiens), Q9Y5X4 | 0.35% of 360,000 active;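 active = inhibition above the mean of all tested compounds plus 3 SD, cut at about 70% in these data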;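 note: 0% = DMSO with NR2E3 transfected cells and 100% = cells lacking NR2E3 construct; higher means lower luciferase signal from less NR2E3 corepressor binding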
Target sequence (Q9Y5X4 whole entry, looked up, the tested form may be a part): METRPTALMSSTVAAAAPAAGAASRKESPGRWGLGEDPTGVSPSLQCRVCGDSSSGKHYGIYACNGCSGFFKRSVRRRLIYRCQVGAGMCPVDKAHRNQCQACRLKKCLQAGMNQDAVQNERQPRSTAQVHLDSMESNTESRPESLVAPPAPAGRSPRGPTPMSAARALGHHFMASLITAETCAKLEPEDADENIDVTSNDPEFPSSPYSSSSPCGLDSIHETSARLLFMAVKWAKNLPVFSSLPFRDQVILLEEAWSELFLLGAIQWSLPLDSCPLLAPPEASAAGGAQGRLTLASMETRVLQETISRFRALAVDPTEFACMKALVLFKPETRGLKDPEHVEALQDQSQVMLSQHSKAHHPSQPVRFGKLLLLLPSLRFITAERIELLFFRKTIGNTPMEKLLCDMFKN
NR2E3 ag-2: inhibitors of NR2E3-RetCOR corepressor binding, primary screen, NR2E3 agonist project, biochemical, TR-FRET, GST-NR2E3, biotin-RetCOR | 1536-well | AID 2300, 2010 | inhibition of corepressor binding, % at 4.78 µM | Photoreceptor-specific nuclear receptor (Homo sapiens), Q9Y5X4 | 0.12% of 320,000 active;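 active = percent inhibition above the cutoff of mean plus 3 SD of all tested compounds, set per screening campaign, cut at about 20% in these data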;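 note: 0% = DMSO wells and 100% = biotin wells as full block of FRET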
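Material: NR2E3–RetCOR corepressor complex / Incubation: Compound–protein incubation for 5 h at 4 °C / Dosing: compound at 4.8 µM, single dose / Detection: time-resolved FRET / Benchmarks: high control biotin, low control 0.6% DMSO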
HIF-2a inh: HIF-2a reporter inhibitors, primary screen, luminescence, 786-0 RCC cells; 786-0 RCC cells HIF-2a reporter, luciferase luminescence, overnight; inhibition, % at 18.8 µM; 0.72% of 360,000 active;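 active = inhibition of the luminescence signal of 40% or more relative to plate controls, in a single-dose primary screen at 18.75 µM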
TWEAK-Fn14 inh: inhibitors of TWEAK-Fn14 signaling, primary screen, luciferase reporter cells, uHTS; inhibition, % at 10 µM; TWEAK-stimulated Fn14 reporter cells, luciferase luminescence, 8 h; 2% of 360,000 active; AID 1159606, 2016; in the data active = inhibition above about 50%
TROY signal inh: inhibitors of TROY-driven NF-kB signaling, primary screen, Q293 LMP1-TROYcd cells, NF-kB luciferase, uHTS. AID 1347056, 2019. 0.98% of 360,000 active. inhibition, % at 10 µM. Q293 LMP1-TROYcd NF-kB luciferase reporter, 4 h;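 active = compounds whose plate-normalised and pattern-corrected inhibition of the luciferase reporter signal at the single screening dose is 50% or more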
MITF TRPM1 inh: inhibitors of MITF-dependent TRPM1 promoter reporter, primary screen, cell-based, SK-MEL-5, single point, luciferase; 0.83% of 330,000 active; SK-MEL-5 TRPM1 promoter luciferase, 24 h; inhibition, % at 12.5 µM;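 active = mean inhibition across replicates of 60% or more, whatever share of single replicates reaches that level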; note: values of inactives mirror those of a sister screen read the other way
KKLEB cytotox: cytotoxicity in KKLEB CF airway cells, primary screen, cytotoxicity control for CF NF-kB inhibitor project, cell-based, uHTS, fluorescence assay plates. AID 602141, 2011. activity change (cytotoxicity), % at 5 µM. KKLEB CF airway cells viability, ATPlite luminescence, overnight; stronger effect = lower value; cells stimulated with P. aeruginosa culture filtrate. 0.36% of 360,000 active;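 active = corrected activity change at or below -50% at 5 µM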
TRAIL sens C8: viability loss with TRAIL in NB7+C8 cells, primary screen, TRAIL sensitizer project, cell-based, ATPlite luminescence. AID 624354, 2012. 1% of 360,000 active. inhibition (viability loss, TRAIL sensitization), % at 10 µM;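 active = compounds causing at least 50% loss of cell viability in the single-dose screen, relative to plate controls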
CF NFkB block: inhibitors of PAF-induced NF-kB signaling, primary screen, cell-based, GFP fluorescence, uHTS | KKLEB NF-kB-GFP reporter, GFP fluorescence overnight | inhibition, % at 5 µM | 0.86% of 360,000 active;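 active = at least 50% inhibition at 5 µM, scaled per plate between neutral and stimulator controls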;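 note: PAF is a Pseudomonas aeruginosa culture filtrate used as stimulus; plate controls were PAF-stimulated DMSO wells for no effect and unstimulated DMSO wells for full effect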
Peg3 promoter: Peg3 promoter-driven luciferase inhibitors, primary screen, cell-based, HeLa, luciferase luminescence; 1.7% of 360,000 active; inhibition, % at 20 µM; HeLa PEG-Prom luciferase reporter, overnight;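 active = inhibition of at least 50% at 20 µM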
Numbers without * were called inactive; · = not tested or not shown. Not all compounds are listed (hit frequency here may not be typical).

Each structure is followed by: NR2E3 ag-2, NR2E3 ag-1, Shn3 inh set2, TROY signal inh, Peg3 promoter, TWEAK-Fn14 inh, MITF TRPM1 inh, KKLEB cytotox, TRAIL sens C8, HIF-2a inh, CF NFkB block
COc1cc(CCN2C(=O)c3cccc4cccc(c34)C2=O)c(S(=O)(=O)NCCO)cc1OC
 : 0.7, -22.8, -9.6, -25.2, 15.5, -37.3, 6.4, -5.6, -3.3, -11.1, -15.6
COc1ccc(OC)c(-c2cc(C(=O)Nc3c(C)nn(Cc4ccccc4Cl)c3C)no2)c1
 : 1.6, 7.2, -9.9, 8.0, 17.4, 7.7, 0.4, -11.0, 5.5, -2.8, 6.9
CC1CCc2cc(F)ccc2N1C(=O)C12CCC(C)(C(=O)O1)C2(C)C (stereo not given)
 : 1.1, -5.3, 5.3, 6.2, 16.3, 1.6, 3.5, 3.5, 10.5, 8.5, 5.1
CCOc1ccccc1N1CC(C(=O)N(C)Cc2cccnc2)CC1=O (stereo not given)
 : -1.9, -26.8, -5.2, -4.2, 5.9, 1.8, -9.1, 6.0, 1.8, 13.2, -3.8
CCCn1cc(S(=O)(=O)CC(=O)Nc2ccc(OC)cc2OC)c2ccccc21
 : -0.7, -13.1, -3.3, -5.9, 11.8, -6.1, 6.9, 5.5, -4.0, 14.0, 1.9
O=C(c1ccco1)N1CCN(c2ncccn2)CC1
 : -0.7, 6.2, -20.5, -20.9, -42.2, -2.8, ·, 6.5, -20.4, -68.9, 0.3
COCCNC(=O)c1ccc2c(c1)nc(C)n2-c1cccc(F)c1
 : -0.7, -0.2, 5.4, 3.2, 3.3, 11.9, -10.3, 1.4, -7.7, -7.1, -2.6
CCC(C)(C)NC(=O)C(c1ccccc1)N(Cc1cccnc1)C(=O)c1csnn1 (stereo not given)
 : 2.0, -4.0, -6.7, -12.6, 5.4, -10.6, 7.4, -5.4, -8.2, 10.3, -0.6
Cn1cc(CC(=O)NCCCN2CCCC2=O)c2ccccc21
 : 0.5, -2.0, 8.7, -15.2, -3.5, -18.5, ·, -9.3, -4.1, -8.5, 1.1
CN1CCN(CCC(=O)N/N=C/c2cc([N+](=O)[O-])ccc2O)CC1
 : -4.4, -1.6, -40.2, -11.3, 3.1, -6.2, -3.9, 1.6, -8.4, 21.5, -1.3
O=C(Nc1ccc(F)cc1Cl)C1=COCCO1
 : -1.9, -34.2, -3.1, -77.8, -102.9, -11.5, -37.9, 2.0, -14.1, -129.0, -35.0
O=C(NCc1ccc2c(c1)OCO2)c1ccc(S(=O)(=O)C(F)F)cc1
 : -1.1, -0.3, 4.6, -7.0, -3.4, -11.2, -10.1, -1.2, 5.8, 4.7, -2.3
CCOCCN1CCN(C(=O)CN2CCCC2=O)CC1
 : 2.3, 4.2, 6.1, -13.0, 11.5, 18.6, -8.3, 9.8, -5.0, 11.9, -1.3
CCOc1ccc(C2/C(=C(\O)c3ccc(OC)c(OC)c3)C(=O)C(=O)N2c2cc(C)on2)cc1OC (stereo not given)
 : 1.8, 3.8, 9.4, -2.6, 1.4, -9.1, -1.6, -1.6, 1.4, 12.7, -1.0
O=C(NCc1ccc(C(F)(F)F)cc1)c1cccc2c(-c3cccnc3)coc12
 : ·, -33.6, -25.0, 36.4, -39.0, 31.0, ·, 0.8, 13.7, -95.5, -5.7
CCCCCCCC(=O)Nc1cc(C(=O)NCCC)ccc1N1CCC2(CC1)CC(c1ccccc1)=NO2
 : 0.1, 2.0, -0.9, -9.4, -5.6, 2.0, 15.0, -12.2, -3.3, 14.9, -0.2
CC(C)c1cc(C(N)=O)c(NC(=O)C2CCC2)s1
 : 0.5, 21.9, -12.2, 2.6, -0.6, 20.8, 4.7, 5.3, 10.5, 0.4, 11.5
CC1=Nc2cc(C(=O)O)ccc2Sc2ccc(Br)cc21
 : 1.2, -6.7, -0.6, 11.1, 2.7, -0.6, 14.0, -4.9, 3.8, 10.4, 2.0
CCCCN(C)Cc1c(C)[nH]c2ccccc2c1=O
 : 1.9, -15.2, -8.2, -2.3, 10.9, -12.5, -3.2, 12.4, -1.7, 3.9, -11.5
Cc1cc(C)c2sc(N(CCCN(C)C)C(=O)c3ccc(S(=O)(=O)N4CCc5ccccc5C4)cc3)nc2c1
 : 1.0, 34.1, -28.0, 23.6, 95.6*, -260.8, 89.2*, -77.9*, 91.8*, 63.5*, 48.3

Looked up above:
Result for O=C(NCc1ccc(C(F)(F)F)cc1)c1cccc2c(-c3cccnc3)coc12 in NR2E3 ag-1: -33.6
Result for CCOc1ccc(C2/C(=C(\O)c3ccc(OC)c(OC)c3)C(=O)C(=O)N2c2cc(C)on2)cc1OC (stereo not given) in TWEAK-Fn14 inh: -9.1

(next part)
Each structure is followed by: NR2E3 ag-2, NR2E3 ag-1, Shn3 inh set2, TROY signal inh, Peg3 promoter, TWEAK-Fn14 inh, MITF TRPM1 inh, KKLEB cytotox, TRAIL sens C8, HIF-2a inh, CF NFkB block
Fc1ccc(NC(=S)NCc2ccccc2Cl)cc1
 : 1.1, -2.2, 5.0, 0.5, -12.6, 1.7, 9.6, 10.1, -0.7, 3.3, 10.7
COc1cccc(OC)c1C(=O)Nc1nc2ccc([N+](=O)[O-])cc2s1
 : 0.3, -5.5, 6.4, 3.0, -1.1, 1.3, -2.7, 23.5, -6.7, -5.9, -11.8
Cc1nn(-c2ccc(C(F)(F)F)cn2)c(C)c1Oc1ccccc1O
 : 0.7, -7.7, 5.8, -26.5, -46.1, -20.9, -19.5, -6.5, 1.1, 6.6, -7.3
C#CCn1c(=NC(=O)c2ccc(Br)s2)sc2cccc(OC)c21
 : -23.3, -71.2, -33.7, -45.9, -118.5, -15.0, -67.9, 4.9, 19.8, -199.2, -28.3
COc1cc(/C=C/CN2CCN(CCC(C)C)C(CCO)C2)ccc1O (stereo not given)
 : -0.8, -7.0, -8.1, -6.6, 10.5, -0.2, 12.5, 7.2, 4.7, 5.5, -14.2
c1ccc(-c2cc(-c3ccc(N4CCOCC4)cc3)nc3ccccc23)cc1
 : 0.8, 11.2, -16.0, -24.6, -26.8, -17.7, -8.2, -6.6, -2.9, -25.8, 7.8
COc1ccc(CN2C(=O)CCC2(C)C(=O)NC2CCCCC2)c(OC)c1 (stereo not given)
 : -0.6, -1.7, -2.3, 0.6, 5.1, -0.9, 8.0, 11.7, -4.6, 4.4, -8.2
CCOC(=O)c1sc2nccc(N(C)C)c2c1N=CN(C)C
 : 1.5, -14.4, -11.7, -3.7, 1.3, 13.3, -5.3, -13.4, -3.8, 10.5, 17.0
O=C(CCCn1c(=O)c2sccc2n(Cc2cc(=O)n3ccccc3n2)c1=O)NCc1ccco1
 : 2.7, 1.8, -11.2, -3.3, 9.3, 0.2, -7.1, 1.7, -7.1, -3.6, 6.0
CC(O)CNc1nc(NCc2ccccc2)c2cnn(C)c2n1 (stereo not given)
 : 0.5, -3.1, 9.4, -4.3, -0.2, -3.6, 1.9, -10.0, -2.2, 23.8, 19.3
CCOC(=O)/C(=C/c1c[nH]c2ccccc12)NC(C)=O
 : -0.1, -27.1, -0.8, 4.8, 10.5, 11.4, 7.8, 13.3, -16.9, 0.9, -9.0
CCc1cccc2c(C(=O)CN3C(=O)NC4(CCc5ccccc54)C3=O)c[nH]c12 (stereo not given)
 : 3.4, -18.8, 23.5, -47.8, 13.3, -89.6, -28.7, -2.4, -22.6, 26.9, -2.9
CCC(C)NC(=O)CN1c2cccc3cccc(c23)S1(=O)=O (stereo not given)
 : -0.5, -22.8, -0.2, -1.0, -1.4, -5.0, -5.2, -7.5, -0.4, 8.4, -7.4
N#CCCN(C(=O)COC(=O)COc1ccc(Cl)cc1)c1ccccc1
 : 0.2, -9.7, -12.9, 10.9, -5.3, 11.2, 1.1, 1.0, -3.0, 5.5, 10.5
Cc1ccc(-n2cccc2/C=C2/C(=N)N3C(=NC2=O)SN=C3S(C)(=O)=O)cc1
 : 2.7, 22.9, -2.5, 32.4, -25.5, -18.8, -7.6, -22.8, 0.6, -42.5, 16.2
CC(=O)Nc1ccc(OCC=C(Cl)Cl)cc1
 : 3.5, -2.3, -5.8, -44.5, -34.7, 4.4, -8.5, 5.2, 8.9, -61.0, 10.8
Cc1cccc(C)c1N(CC(=O)Nc1cc(Cl)ccc1Oc1ccccc1)S(C)(=O)=O
 : 2.3, -13.9, 6.0, 51.7*, 12.3, 9.7, -12.5, -11.7, 1.9, 14.2, 13.4
CCCCOc1ccc(OCCNS(=O)(=O)N(C)C)cc1
 : 0.7, 5.5, 11.4, -4.7, -47.6, -19.6, -10.4, -5.6, -12.1, -107.3, 3.1
CCOC(=O)c1sc(=S)n(C)c1NC(=O)c1ccc(F)cc1
 : 2.1, -6.3, -11.8, -13.0, 2.7, 21.7, -1.2, 3.5, -10.7, 11.1, -10.3
CC(=O)Nc1ccccc1-c1nc2ccccc2nc1OCC(=O)c1ccc(Br)cc1
 : 2.6, -35.1, -15.8, -12.1, 12.4, -48.9, -15.5, -13.9, 10.3, -1.9, -19.6
Cc1cccc(Cl)c1NC(=O)N1CCCN(c2nc3ccc(Cl)cc3s2)CC1
 : 1.8, 1.1, -5.2, 1.4, -20.8, 34.8, 23.1, 11.6, 8.4, -22.3, -6.7
CCN(CC)CCNC(=O)Cc1nn(CC)c(=O)c2ccccc12
 : -0.5, -32.6, -20.0, 4.0, 8.7, 4.9, -12.6, 12.2, -12.4, -9.3, 10.4
CCOC(=O)c1ccc2c(c1)n(CCO)c(C)[n+]2CC
 : 0.0, 0.7, -3.0, 7.6, 6.0, -15.2, 8.9, -5.8, 1.4, 6.4, -0.1
CC(CO)Nc1nc(SCc2ccccc2)nc2sc3c(c12)CCC3 (stereo not given)
 : -5.1, -26.8, 9.8, -33.8, -27.8, -31.8, 1.4, 14.9, 27.6, -80.4, -1.4
Cc1ccc(S(=O)(=O)N(C)C)cc1NC(=O)CSc1ncn[nH]1
 : 1.4, -7.6, 6.1, -16.6, 3.4, 15.3, -9.0, 7.4, -8.0, 10.9, 6.6
COc1ccc(CCNC(=O)c2cc([N+](=O)[O-])ccc2N2CCOCC2)cc1
 : 1.3, -10.5, 7.5, 9.1, 18.6, -6.2, -4.1, 0.2, 13.0, 0.0, 3.0
CC(C)[C@H](NS(=O)(=O)/C=C/c1ccccc1)C(=O)OCC(=O)NC(N)=O
 : -1.9, -25.9, -12.2, 3.3, 17.1, 0.0, 0.8, -2.0, -5.5, 15.9, 5.5
Cc1ccccc1C(OCC(O)CN1CCC(C(N)=O)CC1)c1ccccc1 (stereo not given)
 : -1.7, -5.8, 5.3, 5.9, -8.5, 8.5, 0.7, 8.8, 0.8, 10.8, -5.2
CSc1cccc(NC(=O)CCNS(=O)(=O)c2ccc3[nH]c(=O)oc3c2)c1
 : 4.5, 8.3, -1.6, -1.9, -0.8, -1.7, -6.9, -9.8, -16.4, 3.9, 3.4
